OXTR ag: agonists of human oxytocin receptor. P30559. CHO-OTR cells, Fluo-8 calcium fluorescence; normalized: DMSO 0%, oxytocin 100%. activation, % at 3 µM. AID 2435. 320,000 compounds, 0.32% hits;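 active = activation above the mean of all tested compounds plus 3 SD, cutoff set per screening run, cut at about 20% in these data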;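 also: peak over basal fluorescence ratio from a 100 s FLIPR kinetic read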
Target sequence (P30559 whole entry, looked up): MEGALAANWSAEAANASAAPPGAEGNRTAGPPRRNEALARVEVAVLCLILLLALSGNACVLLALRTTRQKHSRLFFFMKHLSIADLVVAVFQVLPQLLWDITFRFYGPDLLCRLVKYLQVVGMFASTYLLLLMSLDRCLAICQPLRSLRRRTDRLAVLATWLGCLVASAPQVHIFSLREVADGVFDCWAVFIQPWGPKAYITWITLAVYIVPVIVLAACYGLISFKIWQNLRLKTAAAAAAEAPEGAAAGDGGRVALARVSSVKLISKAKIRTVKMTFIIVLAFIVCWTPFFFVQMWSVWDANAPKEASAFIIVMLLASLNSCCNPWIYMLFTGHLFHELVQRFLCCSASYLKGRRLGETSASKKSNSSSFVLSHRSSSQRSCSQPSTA
GPR7 antagonist: blocks human GPR7 receptor signaling; P48145; GPR7-expressing cells, fluorescence antagonist assay; inhibition, % at 4.4 µM; 290,000 compounds, 1.1% hits; in the data active = inhibition above about 16%, passing the limit was not always enough;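 also: cells stimulated with the agonist NPW; 0% = agonist with vehicle and 100% = vehicle without agonist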
IMP-1 inh: blocks Pseudomonas aeruginosa IMP-1 metallo-beta-lactamase; purified IMP-1, nitrocefin hydrolysis, epi-absorbance fluorescence; inhibition, % at 5.6 µM; 290,000 compounds, 0.45% hits;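 active = inhibition above the mean plus 3 SD of all compounds in the same screening run, cut at about 4.5% in these data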;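 also: 0% = IMP-1 with DMSO and 100% = DMSO wells lacking enzyme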
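Material – recombinant IMP-1 enzyme, purified · Amount – IMP-1 0.2 nM before substrate addition · Medium – HEPES buffer pH 7.1 with ZnSO4 and Brij 35 · Timing – 25 °C, 15 min preincubation, 25 min reaction · Measured by – plate fluorescence quenching by hydrolysis product, ex 480/em 530 nm · Read-out – percent enzyme inhibition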
V1R ag counter: activates human V1a receptor in oxytocin agonist counter-screen; P37288; CHO-V1R cells, Fluo-8 calcium fluorescence, agonist mode; 0% DMSO, 100% 3 nM vasopressin; activation, % at 3 µM; 320,000 compounds, 0.25% hits; AID 2797;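 active = activation above the mean activation of all tested compounds plus 3 SD, per screening run, cut at about 20% in these data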;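 also: signal is peak over basal fluorescence ratio across a 100 second FLIPR read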
FID counter: fluorescent intercalator displacement, NS3 helicase counter-screen. 290,000 compounds, 0.17% hits. DNA fluorescent intercalator displacement, fluorescence. inhibition, % at 7.9 µM. AID 1845; in the data active = inhibition above about 37%;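 also: 0% = vehicle and 100% = reference compound; higher means more ethidium bromide displaced from hairpin DNA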
GalR3 antagonist: human GalR3 antagonism; 360,000 compounds, 0.44% hits; O60755; inhibition, % at 3 µM; HEK293 GalR3-CNG cAMP membrane potential fluorescence; galR3 body fused to GalR1 C-terminus; AID 651719;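 active = inhibition above the screen-wide average plus 3 SD, cut at about 13% in these data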;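 also: forskolin and galanin both at EC90 stimulate the cells; cAMP rise reported by CNG channel membrane potential dye signal; 0% = forskolin plus galanin with DMSO and 100% = forskolin alone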
Target sequence (O60755 1-299 limits assumed): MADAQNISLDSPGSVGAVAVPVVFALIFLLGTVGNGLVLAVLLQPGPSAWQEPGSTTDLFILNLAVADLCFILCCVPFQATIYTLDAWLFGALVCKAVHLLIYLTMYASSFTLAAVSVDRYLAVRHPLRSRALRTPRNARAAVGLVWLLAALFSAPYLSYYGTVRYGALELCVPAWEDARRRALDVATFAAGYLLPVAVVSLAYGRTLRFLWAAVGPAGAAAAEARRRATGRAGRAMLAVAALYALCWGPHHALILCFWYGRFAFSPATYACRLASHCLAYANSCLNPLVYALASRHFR
HCV NS3 hel inh: blocks Hepatitis C virus NS3 helicase unwinding; inhibition, % at 10.9 µM; NS3 helicase DNA unwinding, Cy5 molecular beacon fluorescence; 290,000 compounds, 0.56% hits;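 active = inhibition above the mean of all tested compounds plus 3 SD, set per campaign, cut at about 35% in these data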;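 also: 0% = DMSO wells and 100% = thioflavine S control wells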
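System: HCV NS3 helicase fragment; control set: DMSO and thioflavine S; technique: Cy5 fluorescence at 0 and 60 min, beacon hairpin quenching; reagent: beacon DNA duplex substrate plus ATP; replicates: singlicate; schedule: 1 h reaction at 25 °C, ATP-initiated; medium: MOPS buffer pH 6.5 with MgCl2, DTT, Tween20, BSA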
PHOSPHO1 block: inhibitors of human PHOSPHO1 phosphatase | 290,000 compounds, 1.1% hits | recombinant PHOSPHO1, absorbance phosphatase assay | inhibition, % at 13.3 µM | Q8TCT1; in the data active = inhibition above about 60%
Target sequence (Q8TCT1 whole entry, looked up): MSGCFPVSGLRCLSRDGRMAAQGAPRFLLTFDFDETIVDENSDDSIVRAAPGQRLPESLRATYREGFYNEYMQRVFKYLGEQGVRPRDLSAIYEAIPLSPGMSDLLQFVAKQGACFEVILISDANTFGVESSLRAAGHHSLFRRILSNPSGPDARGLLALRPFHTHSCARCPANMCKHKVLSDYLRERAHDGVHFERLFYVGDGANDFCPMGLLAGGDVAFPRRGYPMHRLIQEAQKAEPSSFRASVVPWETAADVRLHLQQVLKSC
VIM-2 inhibitor: inhibitors of Pseudomonas aeruginosa VIM-2 metallo-beta-lactamase | purified VIM-2, nitrocefin hydrolysis, epi-absorbance fluorescence | inhibition, % at 5.6 µM | 290,000 compounds, 0.89% hits;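 active = inhibition above the mean of all tested compounds plus 3 SD, cutoff set per screening run, cut at about 7.5% in these data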;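 also: red hydrolysis product quenches plate fluorescence so inhibitors raise well fluorescence; 0% = enzyme with DMSO and 100% = DMSO without enzyme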
Numbers without * were called inactive; . = no result given.

SMILES	OXTR ag	GPR7 antagonist	IMP-1 inh	V1R ag counter	FID counter	GalR3 antagonist	HCV NS3 hel inh	PHOSPHO1 block	VIM-2 inhibitor
Cc1ccc(SC[C@H](c2ccccc2)N2CCN(CCc3ccccc3)CCC2=O)cc1	-0.4	.	.	1.0	.	-2	.	44	.
Cn1c2ccccc2c(=O)c2c(=O)n(-c3ccccc3)c(C3CCCCC3)nc21	-2.1	-7	-0.7	0.3	-3	-2	-1	3	0.4
C/C(=N\NC(=O)c1ccccc1)c1cccc(Br)c1	-1.2	-14	-5.6	0.1	2	-2	-1	28	-4.8
COc1cc2cc(C(c3nnnn3C(C)(C)C)N3CCC(C)CC3)c(=O)[nH]c2cc1OC (stereo unspecified)	-0.8	-11	-3.7	-0.5	-16	-3	0	1	-0.8
O=C(NCCc1ccccn1)/C(=C/c1ccco1)NC(=O)c1ccccc1	-0.6	-6	-1.8	-0.4	-5	-5	2	6	-0.7
Cc1ccc(S(=O)(=O)N(C)C)cc1NC(=O)CN1CCN(Cc2ccccc2)CC1	-0.7	-1	-2.7	0.3	-4	4	-1	8	-3.5
CCCOc1ccccc1C(=O)N(Cc1ccco1)C1CCS(=O)(=O)C1 (stereo unspecified)	-0.1	16	-1.6	-1.0	-14	4	6	4	-2.0
C/C(CC(=O)Nc1ccccn1)=N\NC(=O)c1ccncc1	-0.2	-9	-1.4	-0.5	3	.	0	36	-2.3
O=C(Nc1ccccc1)N1CCCN(Cc2c(F)cccc2Cl)CC1	-0.3	-13	-0.4	0.6	-10	-6	10	16	-0.6
Cc1ccc2cc(NC(=O)c3ccccc3C)ccc2n1	-0.3	-6	-1.1	1.9	-10	-11	-8	24	0.3
CCOC(=O)C1=C(C)NC(SCC(=O)OC)=C(C#N)C1c1ccc(C(=O)OC)cc1 (stereo unspecified)	-1.5	6	-2.8	-0.8	-34	-5	-7	55	-2.6
COc1ccccc1C(=O)N1C(CC(=O)Nc2ccccc2C)C(=O)NC2CCCCC21 (stereo unspecified)	-1.5	-6	-3.9	0.2	-21	-9	6	17	-0.7
CCOC(=O)/C(C#N)=c1/s/c(=C2\C=Cc3ccccc3N2CC)c(=O)n1CC	-1.1	-9	-2.0	0.4	4	0	4	-85	-2.1
Cc1ccc(NC(=O)CN(C)S(=O)(=O)c2cccs2)cc1F	3.3	3	-0.9	5.7	2	-4	-2	45	-2.0
CC1Cc2cc(/C(O)=C3/C(=O)C(=O)N(CCCN4CCOCC4)C3c3ccc(C(C)C)cc3)ccc2O1 (stereo unspecified)	-0.3	-7	-0.8	0.5	-45	-1	19	24	1.1

Twelve entries from above, reformatted.
| SMILES | OXTR ag | GPR7 antagonist | IMP-1 inh | V1R ag counter | FID counter | GalR3 antagonist | HCV NS3 hel inh | PHOSPHO1 block | VIM-2 inhibitor |
| --- | --- | --- | --- | --- | --- | --- | --- | --- | --- |
| Cc1ccc(SC[C@H](c2ccccc2)N2CCN(CCc3ccccc3)CCC2=O)cc1 | -0.4 | . | . | 1.0 | . | -2 | . | 44 | . |
| Cn1c2ccccc2c(=O)c2c(=O)n(-c3ccccc3)c(C3CCCCC3)nc21 | -2.1 | -7 | -0.7 | 0.3 | -3 | -2 | -1 | 3 | 0.4 |
| C/C(=N\NC(=O)c1ccccc1)c1cccc(Br)c1 | -1.2 | -14 | -5.6 | 0.1 | 2 | -2 | -1 | 28 | -4.8 |
| COc1cc2cc(C(c3nnnn3C(C)(C)C)N3CCC(C)CC3)c(=O)[nH]c2cc1OC (stereo unspecified) | -0.8 | -11 | -3.7 | -0.5 | -16 | -3 | 0 | 1 | -0.8 |
| O=C(NCCc1ccccn1)/C(=C/c1ccco1)NC(=O)c1ccccc1 | -0.6 | -6 | -1.8 | -0.4 | -5 | -5 | 2 | 6 | -0.7 |
| Cc1ccc(S(=O)(=O)N(C)C)cc1NC(=O)CN1CCN(Cc2ccccc2)CC1 | -0.7 | -1 | -2.7 | 0.3 | -4 | 4 | -1 | 8 | -3.5 |
| CCCOc1ccccc1C(=O)N(Cc1ccco1)C1CCS(=O)(=O)C1 (stereo unspecified) | -0.1 | 16 | -1.6 | -1.0 | -14 | 4 | 6 | 4 | -2.0 |
| C/C(CC(=O)Nc1ccccn1)=N\NC(=O)c1ccncc1 | -0.2 | -9 | -1.4 | -0.5 | 3 | . | 0 | 36 | -2.3 |
| O=C(Nc1ccccc1)N1CCCN(Cc2c(F)cccc2Cl)CC1 | -0.3 | -13 | -0.4 | 0.6 | -10 | -6 | 10 | 16 | -0.6 |
| Cc1ccc2cc(NC(=O)c3ccccc3C)ccc2n1 | -0.3 | -6 | -1.1 | 1.9 | -10 | -11 | -8 | 24 | 0.3 |
| CCOC(=O)C1=C(C)NC(SCC(=O)OC)=C(C#N)C1c1ccc(C(=O)OC)cc1 (stereo unspecified) | -1.5 | 6 | -2.8 | -0.8 | -34 | -5 | -7 | 55 | -2.6 |
| COc1ccccc1C(=O)N1C(CC(=O)Nc2ccccc2C)C(=O)NC2CCCCC21 (stereo unspecified) | -1.5 | -6 | -3.9 | 0.2 | -21 | -9 | 6 | 17 | -0.7 |

(further entries)
SMILES	OXTR ag	GPR7 antagonist	IMP-1 inh	V1R ag counter	FID counter	GalR3 antagonist	HCV NS3 hel inh	PHOSPHO1 block	VIM-2 inhibitor
CCOC(=O)C1(Cc2cccc(OC)c2)CCN(Cc2cccc3c2OCO3)CC1	3.4	2	-0.7	4.2	12	-8	-7	50	-0.3
COc1cc(C(=O)NCCc2ncccc2C)ccc1OC1CCN(C(C)=O)CC1	-0.1	-6	-3.2	0.3	-27	-8	11	38	-2.3
COCCCn1c2nc3ccccc3nc2c2c(=O)n(-c3ccccc3OC)c(C)nc21	0.5	-10	-1.5	1.6	-3	.	0	2	-0.6
COc1ccc(N2C(=O)[C@@H]3C(c4cccnc4)=NO[C@@H]3C2=O)cc1	2.2	17	-0.2	2.7	-10	-2	22	24	0.1
Cc1nc2c(c(-c3ccccc3)c1C#N)C(=O)c1ccccc1-2	-1.1	-3	-2.7	-0.5	2	1	-1	24	-2.9
CCn1c(SCC(=O)OC)nc2sc3c(c2c1=O)CC(C)(C)OC3	-0.3	-18	-2.5	0.0	-32	-4	9	37	1.4
CCn1cc([N+](=O)[O-])c(C(=O)Nc2nc(-c3ccc(C)c(C)c3)c(C)s2)n1	0.2	-7	-1.9	-0.1	0	.	-6	6	-0.1
Cc1ccc2oc(=O)c3cnn(CC(=O)Nc4ccccc4N4CCN(C)CC4)c3c2c1	0.4	-2	-2.1	0.0	11	.	7	22	-0.1
Cc1cccc(C)c1NC(=O)CN(C)C(C)C(=O)Nc1ccccc1-c1ccccc1 (stereo unspecified)	-1.3	18	-0.4	-1.4	-36	-2	7	24	0.6
Cc1cccc(NC(=O)c2cc(S(=O)(=O)N3CCC4(CC3)OCCO4)ccc2F)c1	1.0	1	-0.4	1.4	-21	1	1	-16	-1.7
Cn1cc(C(=O)N/N=C/c2ccc3c(c2)OCO3)c2ccccc21	-1.5	1	-2.5	-0.6	-9	1	27	37	-3.0
CC(C)(C)NC(=O)C(c1ccccc1F)N(Cc1ccco1)C(=O)c1csnn1 (stereo unspecified)	-1.1	12	-2.1	-0.6	-13	-1	-2	-4	-1.2
Cc1ncc([N+](=O)[O-])n1CC(=O)Nc1ccc(F)c(Cl)c1	1.1	2	-2.2	1.3	-3	-5	10	33	-6.0
Oc1[nH]c2ccccc2c1N=NC(=S)N1CCOCC1	-0.7	-22	-3.2	-1.1	-1	.	-2	42	-2.4
O=S(=O)(NNc1cccc(Cl)n1)c1ccc(Cl)cc1	.	17	-0.8	.	0	-1	1	.	2.0
CN(C)CCCOC(=O)Cc1ccc(Cl)cc1	0.1	0	-4.3	1.0	5	-4	1	7	-4.7
C=CCn1c(SCC(=O)c2ccc(OC)cc2)nnc1-c1ccc2c(c1)OCO2	0.1	-14	-3.7	1.2	-17	-6	-6	1	-5.5
O=C(Nc1cccc(C(=O)O)c1)/C(=C\c1ccc2c(c1)OCO2)NC(=O)c1ccco1	-0.2	-3	-3.1	-0.3	7	-6	6	-21	-4.9
O=C(Nc1ccc(Cl)cc1)Nc1ccc(Oc2cccnc2)nc1	17	9	-3.5	15	-10	-6	-5	12	-2.3
CC1CC(C)CN(S(=O)(=O)c2ccc3c(c2)CC(C)N3C(=O)C2CCC2)C1 (stereo unspecified)	-2.5	6	-5.4	-1.5	-32	-3	-3	12	-0.7
N=c1n(Cc2ccccc2)c2ccccc2n1Cc1ccccc1	4.5	15	-1.0	3.7	19	-8	-52	-13	-3.0
O=C(NNc1ccccc1[N+](=O)[O-])Nc1ccc(F)cc1F	1.8	0	-3.0	2.2	0	-7	7	32	-0.8
COc1ccccc1N(CC(=O)NC1CCCC1)C(=O)CNC(=O)c1cccs1	0.4	-19	-2.8	0.1	-23	-9	7	35	-3.3
COc1ccc(-n2c(Cn3nc(C(F)(F)F)cc3C)n[nH]c2=S)cc1	-0.2	-3	-1.5	-0.1	-10	-3	22	1	-1.5
CC(C)=C1C2CCC1C1C(=O)N(c3nccs3)C(=O)C21 (stereo unspecified)	0.0	-9	-1.8	0.9	3	1	7	0	-1.4
CC(C)OC(=O)CSc1nnc(-c2cnccn2)n1-c1ccccc1	0.0	-6	1.4	-0.3	-12	0	4	-1	-3.0
Cc1cc(Cl)ccc1OCCCC(=O)NCC1CCCO1 (stereo unspecified)	0.2	3	-1.5	1.7	-14	-5	2	-1	-3.0
CC(=O)c1c(C(C)=O)c(C)n(-c2ccc(N)c(C)c2)c1C	-0.5	8	-7.4	-0.5	-8	-5	-4	28	-2.0
CCc1ccc(/C=C2\Oc3c(ccc(O)c3CN3CCN(C)CC3)C2=O)cc1	3.1	-4	-1.5	3.6	6	-6	-14	0	2.3
COc1ccc(S(=O)(=O)N2CCCCCC2)cc1C(=O)Nc1cccc(C)n1	0.0	-18	-3.1	0.7	-21	2	-18	34	-5.7
Cc1nc(NC(=O)/C=C/c2ccccc2)sc1C(=O)Nc1ccc(Cl)cc1	-0.8	-9	-2.4	1.0	0	-6	-2	65*	-0.3
CCOC(=O)CCc1c(C)c2ccc(OC3CCCCC3=O)cc2oc1=O (stereo unspecified)	1.1	-3	-1.2	3.0	-37	-2	-6	7	0.8
CCC(=NC1CC(C)(C)NC(C)(C)C1)C1=C(O)CC(C)(C)CC1=O	0.8	0	-2.8	1.3	-1	8	-2	3	-2.9
O=C(CSc1nc2ccccc2[nH]1)NCc1ccco1	-0.6	-5	-1.4	2.1	-3	-8	2	25	-2.8
COc1cc(NC(=O)Cc2ccccc2)ccc1NC(=O)c1ccccc1	-0.6	-17	-1.2	0.8	-24	-10	3	34	0.5
Cc1cc(C)nc(/N=C(\N)N2CCCCCC2)n1	0.1	-7	-1.6	0.0	-3	3	-3	-14	-2.7

Screening data: PubChem BioAssay, several laboratories
